Screening data as filed in PubChem.
BAZ2B block – BAZ2B (human) inhibition; Q9UIF8; AlphaScreen BAZ2B-H3K14Ac peptide displacement; Potency, µM (top dose mostly 114 µM), for the others: at the top dose activity change, negative = inhibition, most hits filed as inhibitors; actives 4.4% (n = 360,000); AID 504333; also: potency is read from the fitted curve at half-maximal effect; % is scaled to controls: 0 for no effect and ±100 for the full control effect; nearly all actives have a fitted effect of over 60% in size
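Multi-concentration screen (max 110 uM) measuring displacement of acetylated histone H3 peptide from BAZ2B by AlphaScreen, using 50 nM protein, 50 nM peptide and 10 ug/mL streptavidin donor plus Ni-chelate acceptor beads.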
GLS inhibitor – glutaminase GLS (human) inhibition | O94925 | AID 624170 | actives 0.21% (n = 410,000) | Potency, µM (series often up to 45.5 µM), for the others: at the highest dose activity change, negative = inhibition, actives largely listed as inhibitors | GLS enzymatic activity, qHTS titration; also: potency is read from the fitted curve at half-maximal effect; % is scaled to controls: 0 for no effect and ±100 for the full control effect
Target sequence (O94925 whole entry, looked up): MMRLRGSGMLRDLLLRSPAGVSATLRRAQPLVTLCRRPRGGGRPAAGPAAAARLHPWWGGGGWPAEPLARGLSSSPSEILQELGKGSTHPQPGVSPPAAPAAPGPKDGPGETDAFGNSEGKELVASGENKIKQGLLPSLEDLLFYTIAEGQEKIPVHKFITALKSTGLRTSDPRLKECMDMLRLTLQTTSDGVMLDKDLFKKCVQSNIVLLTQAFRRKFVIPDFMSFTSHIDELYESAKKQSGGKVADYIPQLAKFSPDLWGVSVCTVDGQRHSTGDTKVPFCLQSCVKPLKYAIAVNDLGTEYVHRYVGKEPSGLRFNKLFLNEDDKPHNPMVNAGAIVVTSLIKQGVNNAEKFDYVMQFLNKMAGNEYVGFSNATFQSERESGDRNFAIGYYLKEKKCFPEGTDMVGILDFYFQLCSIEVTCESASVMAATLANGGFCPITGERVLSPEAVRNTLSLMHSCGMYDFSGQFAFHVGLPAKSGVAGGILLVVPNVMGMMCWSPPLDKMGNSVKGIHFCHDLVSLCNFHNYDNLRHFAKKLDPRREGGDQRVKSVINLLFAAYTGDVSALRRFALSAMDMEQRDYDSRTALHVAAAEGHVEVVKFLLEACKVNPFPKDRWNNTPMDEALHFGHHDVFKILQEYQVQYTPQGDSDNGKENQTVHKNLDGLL
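Coupled fluorescence readout: glutamate oxidase/HRP/Amplex Red detect glutamate formed by hKGA from L-glutamine (1 mM solution added). Buffer 45 mM KH2PO4 pH 8.2, 0.02% Tween-20; reads at t0 and 30 min RT.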
G9a inh – blocks human histone lysine methyltransferase G9a. Q96KQ7. G9a H3K9 monomethylation, AlphaScreen, 2 h. Potency, µM (titrated, usually from 102 µM), inactives show at the highest dose activity, negative = inhibition, most hits filed as inhibitors. actives 8.8% (n = 350,000). AID 504332; also: potency is read from the fitted curve at half-maximal effect; % is scaled to controls: 0 for no effect and ±100 for the full control effect; nearly all actives have a fitted effect of over 75% in size
Target sequence (Q96KQ7 913-1193 limits assumed): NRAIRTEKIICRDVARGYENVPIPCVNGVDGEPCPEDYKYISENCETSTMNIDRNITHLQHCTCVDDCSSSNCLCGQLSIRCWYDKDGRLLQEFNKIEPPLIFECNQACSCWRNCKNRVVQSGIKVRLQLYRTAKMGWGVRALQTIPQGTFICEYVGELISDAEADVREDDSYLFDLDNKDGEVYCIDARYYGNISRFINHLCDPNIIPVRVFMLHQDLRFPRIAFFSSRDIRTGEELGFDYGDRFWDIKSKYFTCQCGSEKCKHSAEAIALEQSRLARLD
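Compounds were preincubated with 20 nM G9a for 15 min, after which biotinylated H3K9 peptide (500 nM) and SAM (20 uM) started a 2 h room-temperature reaction. Monomethylated product was quantified by antibody-based AlphaScreen chemiluminescence.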
PGK inhibitor – T. brucei PGK inhibition | Potency, µM (highest dose often 57.5 µM), for inactives: top-dose activity change, negative = inhibition, usual class: inhibitors | PGK/GAPDH coupled, Kinase-Glo luminescence, 60 min | AID 602233 | actives 0.043% (n = 380,000) | P07378; also: potency is read from the fitted curve at half-maximal effect; % is scaled to controls: 0 for no effect and ±100 for the full control effect; nearly all actives have a fitted effect of over 60% in size
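Recombinant glycosomal PGK reaction used 1,3-bisphosphoglycerate generated in-well by GAPDH (100nM final) in 100mM TEA pH 7.6, 5mM MgCl2, 0.01% Tween-20. After 60 minutes at room temperature, ATP was read by Kinase-Glo Plus luminescence end-point.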
ERG-DNA inh – inhibitors of human ERG Ets domain-DNA interaction; AID 624246; fluorescence polarization, His-ERG Ets domain / labelled DNA; Potency, µM (series often up to 76.9 µM), inactives show top-dose FP activity, negative = inhibition, usual class: inhibitors; actives 0.028% (n = 370,000); P11308; active = well fitted inhibition curve with a large enough effect in the polarisation, with a control signal flat; inconclusive = small, poorly fitted or top-dose-only effect, or effect the other way, or a change in a side signal; inactive = no such curve, though single readings can be large or run the other way; the % refers to the polarisation;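 also: polarization taken with two DNA probes labelled with fluorescein and Texas red; potency is read from the fitted curve at half-maximal effect; % of control where 0% means no effect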
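His-tagged ERG Ets domain (1 uM in the protein solution; 300mM KCl, 50mM Tris-HCl, 1mM EDTA, 1mM DTT, pH 7.5) received compound, then a probe mix of 5 nM fluorescein-DNA and 100nM Texas-615-DNA. Fluorescence polarization was read for both dyes.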
JMJD2A Tudor – blocks the human JMJD2A Tudor domain | AlphaScreen JMJD2A-Tudor / H3K4me3 peptide binding | O75164 | AID 504339 | Potency, µM (titrated, usually from 114 µM), for the others: top-dose activity change, negative = inhibition, hits mostly inhibitors | actives 4.4% (n = 390,000); also: potency is read from the fitted curve at half-maximal effect; % is scaled to controls: 0 for no effect and ±100 for the full control effect; nearly all actives have a fitted effect of over 50% in size
Pin1 inh – blocks the human prolyl isomerase Pin1; AID 504891; actives 0.009% (n = 390,000); Potency, µM (top dose mostly 115 µM), inactives show at the highest dose activity, negative = inhibition, hits mostly inhibitors; Pin1 FP peptide displacement, HiFluor488, 10 min; Q13526; active = well fitted inhibition curve with a large enough effect in the polarisation, with a control signal flat, not every such curve was filed as active; inconclusive = small, poorly fitted or top-dose-only effect, or effect the other way, or a change in a side signal; inactive = no such curve, though single readings can be large or run the other way; the % refers to the polarisation; also: potency is read from the fitted curve at half-maximal effect; % is scaled to controls: 0 for no effect and ±100 for the full control effect
Target sequence (Q13526 whole entry, looked up): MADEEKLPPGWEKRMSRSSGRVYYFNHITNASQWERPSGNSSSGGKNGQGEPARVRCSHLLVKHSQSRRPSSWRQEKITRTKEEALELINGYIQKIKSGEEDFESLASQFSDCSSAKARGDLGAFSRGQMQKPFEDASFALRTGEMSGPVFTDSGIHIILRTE
PI4K2A inh – inhibitors of human PI4K2A; Q9BTU6; purified PI4K2A, ADP-Glo luminescence, 1 h; hits give low values; activity change, negative = inhibition, % at 76.9 µM; actives 0.13% (n = 420,000); in the data active = activity change below about -50%; inconclusive = mostly about -30% to -49%;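 also: -100% = wells without enzyme as full effect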
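In this quantitative HTS, ADP production by PI4K2A was quantified luminescently after 1 h at ambient temperature; 100 microM adenosine served as plate-quality control.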
HP1b binding inh – inhibitors of HP1-beta chromodomain binding to methylated histone tails; AID 540317; AlphaScreen HP1-beta / biotin-H3K9me3 peptide binding; Potency, µM (top dose mostly 114 µM), for inactives: at the top dose activity change, negative = inhibition, hits mostly inhibitors; actives 0.56% (n = 390,000); also: potency is read from the fitted curve at half-maximal effect; nearly all actives have a fitted effect of over 70% in size; inactives centre near 23
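Compound inhibition of the preformed complex between 50 nM HP1-beta and 50 nM biotinylated H3K9me3 peptide was read by AlphaScreen. Buffer was PBS pH 7.4 with 0.01% Tween-20. Incubations ran 30 min at room temperature, with 10 ug/mL donor/acceptor beads.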
Numbers without * were called inactive; i = inactive; ? = inconclusive; . = not tested or not shown; & = joins results of further samples; [ ] = another dose, or the depositor's remark. Unless noted, calls follow the shape of the dose curve; as a rule, active = well fitted curve in the direction sought with a large enough effect; inconclusive = small, poorly fitted or top-dose-only effect, or another doubt; inactive = no such curve, though single readings can be large; an effect the other way counts as inactive or inconclusive.

Sequence of screens – BAZ2B block | GLS inhibitor | G9a inh | PGK inhibitor | ERG-DNA inh | JMJD2A Tudor | Pin1 inh | PI4K2A inh | HP1b binding inh
COc1c(O)ccc(/C=N/NC(=O)c2ccc3c(c2)OCCO3)c1[N+](=O)[O-]
→ -6% | -3% | 2% | -7% | 6% | -17% | -7% | -2 | -12%
CC1=C(C(=O)NCc2ccccc2)C(c2ccc(C)o2)n2ncnc2N1 (centres undefined)
→ -5% | 11% | ? | 2% | -3% | -15% | -18% | -2 | 28%
COc1ccc(-c2cc(C(=O)NCCCN3CCCC3=O)c3ccccc3n2)cc1
→ 4% | 1% | 2% | -6% | -4% | -17% | -9% | 2 | 15%
CN(c1ccc(C(=O)N2CCN(Cc3ccccc3)CC2)cc1)S(=O)(=O)c1ccccc1
→ -11% | 10% | -6% | -2% | -1% | -23% | 1% | -2 | -14%
COc1ccc(NC(=O)Nc2ccccc2F)c([N+](=O)[O-])c1
→ -34% | -6% | 26%[12.7 µM] | -2% | 1% | -12% | 8% | 0 | 30%
O=c1ccc2ccccc2n1Cc1cccc(F)c1
→ 2% | -4% | 4% | . | -2% | 4% | -6% | -2 | 59%[activator]
Nc1ccc2c(c1)C(=O)c1ccc(Cl)cc1-2
→ . | 3% | . | -4% | -11% | -34% | -4% | -2 | -12%
Cc1ccccc1C(=O)Nc1ccnn1C1CCN(CC2CC=CCC2)CC1 (centres undefined)
→ -8% | -1% | . | -5% | 14% | -7% | -4% | -4 | 41%[activator]
CC(C)Oc1ccc(C(CC(=O)NCCCN(C)C)c2ccc(F)cc2)cc1 (centres undefined)
→ -2% | 5% | -17%[59 µM] | -4% | 13% | 1% | -6% | -1 | 16%
Cc1ccnc2ccc(-c3nc4ccccc4o3)cc12
→ 19% | -9% | -7%[59 µM] | -9% | -20% | -10%&-2% | 1%&12% | 0 | 62%&52%[activator]
CCOc1ccc(S(=O)(=O)N2CCCCC2)cc1NC(=O)CCc1ccc(OC)cc1
→ 9% | -13% | ? | i | 12% | -6% | 1% | -3 | 27%
CC1=C(C(=O)Nc2ccc(F)cc2)C(c2ccc(N(C)C)cc2)NC(=O)N1 (centres undefined)
→ -24% | 47%[activator] | 0%[59 µM] | -7% | 1% | -11% | -6% | 0 | 40%[activator]
O=C(Nc1ccc2sc3ccccc3c(=O)c2c1)c1ccccc1Cl
→ 30% | -14% | 10%[59 µM] | -2% | -7% | 32%[11.4 µM] | 3% | -7 | -1%
CSc1ccccc1NC(=O)c1ccccn1
→ 11% | -11% | 0% | i | 0% | 19% | 3% | 7 | 94%[activator]
C/C(=N/NS(=O)(=O)c1ccc(C)c(C)c1)c1c[nH]c2ccccc12
→ -14% | -4% | 19% | i | 8% | -25% | -2% | -2 | 42%[activator]
COc1ccc(Oc2nc(-c3ccccn3)ncc2OC)cc1
→ 28µM* | 5% | ? | -5% | -3% | 89µM* | -8% | -22 | 32%
COc1ccccc1Nc1nc2ccc(C)cc2n2cnnc12
→ 4% | 2% | 11% | i | -7% | -21% | 48%[activator] | 0 | 60%[activator]
CCCOc1ccc(C(=O)Nc2ccccc2[N+](=O)[O-])cc1
→ . | -10% | . | 8% | -7% | 56µM* | 9% | -5 | ?
CCOC(=O)N1C(=O)NC(=O)C1c1ccc(OC)cc1 (centres undefined)
→ . | 3% | . | -1% | -6% | -21% | -6% | 6 | 13%
CCC(=O)N(Cc1cc(=O)[nH]c2ccccc12)c1ccc(OC)cc1
→ -2% | -2% | 2% | i | 10% | -9% | ? | -1 | 7%
N#C/C(=C(/O)CN1CCCCC1)c1nc(-c2ccc(Cl)cc2)cs1
→ -24% | 11% | 7% | -8% | . | -15% | 1% | 0 | 23%
CN(C)S(=O)(=O)c1cccc(NC(=O)COc2ccc3ccccc3c2)c1
→ -7% | -2% | -10%[12.7 µM] | -9% | 0% | -25% | 23% | -4 | 15%
Cn1ccc(-c2ccccc2)c(C#N)c1=O
→ -13% | 2% | -22% | 9% | 2% | 5% | 3% | 2 | 31%
COc1ccccc1C(=O)NNC(=O)c1cccc(O)c1
→ 5% | 9% | 23% | -2% | -7% | -12% | -6% | -3 | 17%
Cc1cnc(NC(=O)C2CC(=O)N(c3ccc4c(c3)OCCO4)C2)s1 (centres undefined)
→ . | -2% | . | -4% | 3% | -12% | -1% | 2 | 4%
O=C(NC(=S)N1CCN(c2ccc(F)cc2)CC1)c1cccs1
→ ? | 0% | 50µM* | -6% | 3% | -32% | 6% | 4 | 13%
CCOC(=O)C(CC(=O)O)NCc1ccco1 (centres undefined)
→ -5% | 1% | 40µM* | -11% | -1% | 18µM* | -5% | 3 | 4%
CCOC(=O)c1sc(NC(=O)CN(CC(C)C)CC(C)C)c(C(=O)OCC)c1C
→ -4% | -10% | 11%[12.7 µM] | -3% | -16% | -3% | -14% | -1 | 35%[activator]
O=C(NCCCNC(=O)C(F)(F)C(F)F)C(F)(F)C(F)F
→ 5% | 0% | 4% | 8% | -1% | -2% | -4% | 2 | 28%
O=C1C2CC=C(Cl)CC2C(=O)N1CC1Cc2ccccc2CO1 (centres undefined)
→ -35% | 2% | 50µM* | 0% | -3% | -10% | ? | 6 | 30%
COC(=O)c1sc(NC(=O)c2cc(C)on2)nc1C
→ -13% | 1% | ? | 4% | -2% | -4% | 5% | 0 | 40%[activator]
Cc1cccc(N2C(=O)CN(Cc3cccs3)C2=S)c1
→ 8% | -27% | -23% | -14% | 0% | -3% | -6% | -1 | 38%[activator]
NC(=O)c1c(NC(=O)COC(=O)c2ccc(O)c(Cl)c2)sc2c1CCCC2
→ . | 6% | . | -4% | 1% | -13% | 22% | -3 | 12%
CC(=O)c1cc(-c2nc3ccccc3n2C)n(C)c1
→ -31% | -5% | -6%[12.7 µM] | 0% | -1% | 15% | -1% | 4 | 25%
Cc1cccc(NC(=O)C(=O)NCC2CCCO2)c1 (centres undefined)
→ -8% | -3% | . | -9% | -13% | 1% | 1% | -3 | 24%
NC(=O)c1ccc(NC(=O)c2cc(S(=O)(=O)N3CCCCC3)ccc2N2CCOCC2)cc1
→ 4% | -3% | ? | -3% | -4% | -8% | 2% | -2 | 33%
CCOc1cc2[nH]c(=S)n(CCN3CCCCC3C)c(=O)c2cc1OCC (centres undefined)
→ 0% | . | -34% | 5% | 0% | 0% | ? | 0 | 37%
Cc1cc(-c2ccc(C(=O)O)s2)cnc1N
→ ? | 6% | 7% | . | -4% | -8% | -1% | 25 | 17%
Cc1nc2ccc(NC(=O)c3cccc(S(=O)(=O)N4CC(C)OC(C)C4)c3)cc2s1 (centres undefined)
→ -2% | 2% | -18% | i | -14% | -13% | 27% | -3 | 27%
CCOC(=O)c1cc(-c2ccccc2)n(-c2cccc(C(=O)Nc3ccc(OCC)cc3)c2)c1C
→ ? | -13% | -29%[59 µM] | 7% | 4% | -34% | ? | -2 | -7%
CCc1cccc(NC(=O)Cn2c(C(=O)OC)cc3occc32)c1
→ -14% | -8% | -2%[59 µM] | -8% | -5% | -20% | 10% | 4 | -9%
NC(=O)Cc1nc(-c2ccccc2)cs1
→ 10% | 5% | -10%[59 µM] | -4% | -1% | -14% | 2% | 4 | 13%
CCC(=O)N1CCN(c2ccnc3cc(Cl)ccc23)CC1
→ -11% | -1% | 6% | 2% | 14% | -4% | 7% | -3 | 38%
COc1ccc(S(=O)(=O)NC(C)C(=O)NC2CC2)cc1C (centres undefined)
→ 3% | -5% | . | i | 2% | -15% | 1% | 7 | 13%
O=C(Nc1nnc(S(=O)(=O)N2CCOCC2)s1)c1ccccc1Br
→ -4% | 5% | 79µM* | -4% | 10% | -6% | -11% | -2 | 25%
O=C(COC(=O)/C=C/c1ccccc1Cl)NCc1ccco1
→ 50µM* | 9% | ? | -5% | -1% | -28% | 2% | -1 | 4%
COc1ccc(N2CCN(c3nc4c(C)cccn4c(=O)c3/C=C(\C#N)C(N)=O)CC2)cc1
→ 35µM* | 21% | 32µM* | 5% | -7% | ? | -3% | -1 | -10%
CCOC(=O)c1c(S(=O)(=O)N2CCCC(C(=O)Nc3cc(C)ccc3OC)C2)c(C)n(C)c1C (centres undefined)
→ -1% | 4% | 7%[59 µM] | -4% | 4% | -22% | -9% | -2 | 4%
COc1nn(C(C)C(=O)N2N=C(C(F)F)CC2(O)C(F)F)cc1[N+](=O)[O-] (centres undefined)
→ 3% | -3% | 6%[59 µM] | -5% | -5% | -14% | -11% | 1 | 29%
c1ccc2c(c1)CCCN2c1nc2ccccc2n2cnnc12
→ 0% | 1% | 4% | -7% | 11% | -14% | 22% | 3 | 42%[activator]
CCOC(=O)C(=O)Nc1ccc2c(c1)OCO2
→ -25% | 0% | 1%[59 µM] | -13% | 3% | -16% | 3% | -1 | 35%
O=C(NC1CCCC1)c1n[nH]c2ccccc12
→ -5% | 1% | 8% | i | -13% | -13% | 4% | 1 | 52%[activator]
Nc1c(C(=O)NCc2ccco2)c2nc3ccccc3nc2n1CCc1ccccc1
→ 0% | -8% | ? | . | 8% | 28% | 14% | -1 | 67%[activator]
COc1ccc(/C(C)=N/NC(=O)c2nnn(-c3nonc3N)c2CN(C)c2ccccc2)cc1
→ -4% | 2% | 18% | 8% | -5% | 3% | -2% | -2 | 34%
NS(=O)(=O)c1ccc(CCNCC#Cc2ccccc2)cc1
→ ? | 3% | . | -2% | 2% | ? | 7% | 5 | 19%
CCOc1ccc(C(=O)Nc2ccc(S(=O)(=O)Nc3nccc(C)n3)cc2)cc1OCC
→ 23% | 18% | -6% | -6% | -2% | -14% | -12% | 2 | 31%[activator]
